LRH-1 inv ag: LRH-1 (NR5A2) inverse agonists, primary screen, cell-based, luminescence, HEK293T, StAR-luciferase reporter. inhibition, % at 3.6 µM. LRH-1 transfected, 24 h. Nuclear receptor subfamily 5 group A member 2 (Homo sapiens), O00482. AID 602396, 2012. actives 0.13% (n = 360,000);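 active = inhibition above the mean inhibition of all tested compounds plus 3 SD, cut at about 73% in these data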;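 note: 0% = DMSO wells and 100% = reporter-only cells lacking LRH-1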
KKLEB tox: cytotoxicity in KKLEB CF airway cells, primary screen, cytotoxicity control for CF NF-kB inhibitor project, cell-based, uHTS, fluorescence assay plates. KKLEB CF airway cells viability, ATPlite luminescence, overnight; active compounds read low; cells stimulated with P. aeruginosa culture filtrate. activity change (cytotoxicity), % at 5 µM. actives 0.36% (n = 360,000). AID 602141, 2011;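 active = corrected activity change at or below -50% at 5 µM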
NCOA3 inh: SRC3 coactivator transcriptional activity inhibitors, primary screen, cell-based, luminescence; HEK293 GAL4-SRC3 luciferase reporter; inhibition, % at 3.6 µM; actives 0.17% (n = 360,000);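 active = inhibition above a per-campaign cutoff, the mean of all compounds plus 3 SD, cut at about 60% in these data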;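 note: 0% = DMSO-treated cells and 100% = gossypol-treated cells at 36 µM; higher means less SRC3-driven luciferase light from the GAL4 reporter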
TRAIL sens C8: viability loss with TRAIL in NB7+C8 cells, primary screen, TRAIL sensitizer project, cell-based, ATPlite luminescence. inhibition (viability loss, TRAIL sensitization), % at 10 µM. actives 1% (n = 360,000);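 active = compounds causing at least 50% loss of cell viability in the single-dose screen, relative to plate controls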
TWEAK-Fn14 inh: inhibitors of TWEAK-Fn14 signaling, primary screen, luciferase reporter cells, uHTS; TWEAK-stimulated Fn14 reporter cells, luciferase luminescence, 8 h; inhibition, % at 10 µM; actives 2% (n = 360,000); AID 1159606, 2016; in the data active = inhibition above about 50%
TROY NFkB inh: inhibitors of TROY-driven NF-kB signaling, primary screen, Q293 LMP1-TROYcd cells, NF-kB luciferase, uHTS; Q293 LMP1-TROYcd NF-kB luciferase reporter, 4 h; inhibition, % at 10 µM; actives 0.98% (n = 360,000); AID 1347056, 2019;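 active = compounds whose plate-normalised and pattern-corrected inhibition of the luciferase reporter signal at the single screening dose is 50% or more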
SRC1 inh: SRC1 coactivator transcriptional activity inhibitors, primary screen, cell-based, luminescence; HEK293 GAL4-SRC1 luciferase reporter; Nuclear receptor coactivator 1 (Homo sapiens), Q15788; AID 588354, 2011; inhibition, % at 3.6 µM; actives 0.12% (n = 360,000);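 active = inhibition above the campaign mean plus 3 SD, with each screening campaign given its own cutoff, cut at about 60% in these data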;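 note: 0% = DMSO treated cells and 100% = gossypol at 36 µM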
Target sequence (Q15788 whole entry, looked up, the tested form may be a part): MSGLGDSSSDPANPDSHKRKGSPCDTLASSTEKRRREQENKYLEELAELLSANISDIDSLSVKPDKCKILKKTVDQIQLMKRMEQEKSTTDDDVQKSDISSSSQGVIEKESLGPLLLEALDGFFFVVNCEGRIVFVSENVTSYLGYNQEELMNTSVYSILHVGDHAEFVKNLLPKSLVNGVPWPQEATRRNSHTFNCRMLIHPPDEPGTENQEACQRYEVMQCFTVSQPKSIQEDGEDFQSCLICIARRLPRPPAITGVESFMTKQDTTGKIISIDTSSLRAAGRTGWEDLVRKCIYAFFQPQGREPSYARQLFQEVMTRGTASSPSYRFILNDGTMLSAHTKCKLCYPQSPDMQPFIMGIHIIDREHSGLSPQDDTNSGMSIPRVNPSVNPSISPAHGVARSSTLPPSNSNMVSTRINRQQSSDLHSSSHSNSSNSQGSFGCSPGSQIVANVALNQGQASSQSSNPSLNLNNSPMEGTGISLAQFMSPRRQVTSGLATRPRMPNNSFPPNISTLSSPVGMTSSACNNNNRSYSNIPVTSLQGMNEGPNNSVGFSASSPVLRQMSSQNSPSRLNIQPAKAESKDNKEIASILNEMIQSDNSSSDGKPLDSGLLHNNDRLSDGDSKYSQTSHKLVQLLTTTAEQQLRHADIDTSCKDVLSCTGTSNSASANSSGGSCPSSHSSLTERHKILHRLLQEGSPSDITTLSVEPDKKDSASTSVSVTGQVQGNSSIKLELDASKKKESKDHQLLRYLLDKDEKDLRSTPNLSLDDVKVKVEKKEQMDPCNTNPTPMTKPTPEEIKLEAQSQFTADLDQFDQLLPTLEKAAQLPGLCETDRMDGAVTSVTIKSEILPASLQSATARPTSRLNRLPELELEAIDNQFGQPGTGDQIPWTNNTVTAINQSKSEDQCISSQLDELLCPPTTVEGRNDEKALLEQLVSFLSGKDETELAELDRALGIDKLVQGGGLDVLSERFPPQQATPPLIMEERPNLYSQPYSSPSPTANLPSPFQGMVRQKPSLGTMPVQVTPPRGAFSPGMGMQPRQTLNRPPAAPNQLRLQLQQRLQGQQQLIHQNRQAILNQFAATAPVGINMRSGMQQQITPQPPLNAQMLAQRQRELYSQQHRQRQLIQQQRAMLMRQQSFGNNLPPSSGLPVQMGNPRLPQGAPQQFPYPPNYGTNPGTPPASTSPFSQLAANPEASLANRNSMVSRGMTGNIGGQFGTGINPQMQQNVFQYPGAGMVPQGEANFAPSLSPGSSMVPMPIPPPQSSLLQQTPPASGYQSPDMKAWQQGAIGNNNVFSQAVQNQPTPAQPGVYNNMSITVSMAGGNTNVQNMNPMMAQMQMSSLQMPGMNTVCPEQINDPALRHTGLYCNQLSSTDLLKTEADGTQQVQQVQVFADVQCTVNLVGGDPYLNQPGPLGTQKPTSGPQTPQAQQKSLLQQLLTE
SRC2 inh: inhibition of GAL4-SRC2 driven luciferase reporter, primary screen, SRC2 inhibitor project, cell-based, luminescence; Nuclear receptor coactivator 2 (Homo sapiens), Q15596; HEK293 GAL4-SRC2 luciferase reporter; inhibition, % at 9 µM; actives 0.17% (n = 370,000); AID 651957, 2012;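 active = inhibition above the mean inhibition of all tested compounds plus 3 SD, set per campaign, cut at about 52% in these data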;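 note: 0% = DMSO treated cells and 100% = cells given Gossypol at 36 µM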
NR2F2 inh: NR2F2 transcriptional activity inhibitors, primary screen, cell-based, luciferase reporter, HEK293T, luminescence | HEK293T NGFI-A luciferase reporter | actives 0.7% (n = 370,000) | AID 686940, 2013 | inhibition, % at 8.6 µM;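 active = inhibition above a per-plate cutoff, mean inhibition of test wells between control levels plus 3 SD, cut at about 38% in these data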;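 note: cells cotransfected with COUP-TFII expression vector driving the NGFI-A reporter; 0% = median of COUP-TF2 test wells and 100% = reporter-only cells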
CF NFkB inh: inhibitors of PAF-induced NF-kB signaling, primary screen, cell-based, GFP fluorescence, uHTS; AID 588850, 2011; actives 0.86% (n = 360,000); KKLEB NF-kB-GFP reporter, GFP fluorescence overnight; inhibition, % at 5 µM;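 active = at least 50% inhibition at 5 µM, scaled per plate between neutral and stimulator controls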;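 note: PAF is a Pseudomonas aeruginosa culture filtrate used as stimulus; plate controls were PAF-stimulated DMSO wells for no effect and unstimulated DMSO wells for full effect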
EBV LMP1 NFkB: EBV LMP1-driven NF-kappaB luciferase reporter inhibitors, primary screen, cell-based, luminescence, single point; LMP1-induced NF-kappaB luciferase reporter cells; inhibition, % at 12.5 µM; actives 0.69% (n = 350,000); in the data active = inhibition above about 41%;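 note: 0% = neutral control wells and 100% = reference inhibitor control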
Numbers without * were called inactive; . = no result given.

nr	molecule	LRH-1 inv ag	KKLEB tox	NCOA3 inh	TRAIL sens C8	TWEAK-Fn14 inh	TROY NFkB inh	SRC1 inh	SRC2 inh	NR2F2 inh	CF NFkB inh	EBV LMP1 NFkB
1	COc1cc(/C=C/C(=O)NC(C)C)ccc1OCc1ccccc1	-22	17	4	-11	-17	-13	-15	-20	-8	-10	3
2	CC1CN(S(=O)(=O)c2ccc(C(=O)Nc3nnc(-c4ccc5c(c4)CCCC5)o3)cc2)CC(C)O1 (stereo not drawn)	12	-10	-5	6	-38	-18	2	-21	3	3	30
3	O=[N+]([O-])c1cc(S(=O)(=O)N2CCCCCC2)ccc1Cl	-5	-3	12	-4	-6	18	-11	24	-27	-12	-4
4	COc1cc(-c2noc(C)c2C(=O)NCCCn2ccnc2)cc(OC)c1OC	10	8	-15	-21	8	-5	-22	-6	-7	-18	0
5	O=C(NCc1ccco1)c1ccc2c(c1)C(=O)c1ccccc1-2	-10	4	-2	-6	15	-12	-16	-17	-8	19	-3
6	CCOC(=O)c1ccc(NC(=O)CSc2ccc(-c3ccncc3)nn2)cc1	-10	-4	16	25	6	-3	2	5	14	16	3
7	COCOc1cccc(CN2CCC(C)(Oc3ccc(SC)cc3)C2)c1 (stereo not drawn)	15	-4	0	11	2	-3	-1	-38	-8	-8	.
8	CC(=O)c1ccccc1OCCn1nnc(-c2ccc(C)cc2)n1	12	-6	-17	-26	16	-15	-23	-10	15	0	0
9	Cc1csc(NC(=O)c2cnc3ccccc3n2)n1	-61	-4	-109	40	52*	25	-68	-70	-32	-28	17
10	Clc1ccccc1CNc1ncnc2nc[nH]c12	5	-8	16	-4	3	12	11	-3	-1	18	-10
11	CCOC(=O)c1c(C)nc2sc3c(=O)[nH]cnc3c2c1-c1ccc(OC)cc1	-3	9	26	-6	-3	-12	1	8	5	-29	1
12	N=C1/C(=C\c2ccc(OC(=O)c3ccc(F)cc3)cc2)C(=O)N=C2SC(N3CCCC3)=NN12	-15	-5	-12	-8	-30	2	-21	4	-8	7	-5
13	COc1cc(/C=C2\SC(=O)N(c3ccc(Cl)cc3)C2=O)cc([N+](=O)[O-])c1O	5	15	1	0	20	11	-12	-16	4	6	8
14	CC1CCN(C(=O)CCc2nnc(-c3ccccc3)o2)CC1	-45	1	-36	-12	-23	-37	-13	-32	-42	-11	-21
15	C=C[C@@H]1c2cc(C)ccc2N(S(=O)(=O)c2ccc(C)cc2)[C@H](c2ccccc2)C1(C#N)S(=O)(=O)c1ccccc1 (stereo partly drawn)	-5	-9	-2	-1	-10	3	0	-15	-5	12	9
16	CN(C(=O)/C=C/c1cnc2ccccc2c1)C1CCCCC1	-146	-1	-87	31	52*	32	-140	-12	-49	-11	17
17	CN1OC[C@@H]2CN(Cc3ccccc3)[C@H](c3cccc(Oc4ccccc4)c3)C[C@@H]21	-10	-10	11	1	14	6	4	5	-6	14	-12
18	O=C(Nc1ccccc1-c1nc2ccccc2s1)c1ccc(Br)o1	17	-35	16	1	-17	-20	-8	10	6	25	-8
19	O=C(/C=C/c1ccccc1[N+](=O)[O-])Nc1cc(S(=O)(=O)N2CCOCC2)ccc1N1CCOCC1	2	10	-34	-1	-13	12	-18	-1	-7	-6	2
20	CC(C)(C)c1ccc(-c2nnc(SC3CCOC3=O)n2Cc2ccccc2)cc1 (stereo not drawn)	18	2	19	-3	-24	2	-7	1	-1	16	-6
21	COCCN(C(=O)COC(=O)C(c1ccccc1)c1ccccc1)c1c(N)n(Cc2ccccc2)c(=O)[nH]c1=O	-16	-3	1	12	-12	4	-4	-14	-15	19	-10
22	O=c1[nH]c2cc3c(cc2cc1CN(CCCO)Cc1nnnn1Cc1ccc(F)cc1)OCO3	14	-3	18	2	13	7	-9	-25	-2	-3	-11
23	COC(=O)CCCC1=CC2=CC(=O)C(C)(OC(=O)c3cccs3)C(=O)C2=CN1C1CCCC1 (stereo not drawn)	-2	7	-24	-20	10	-7	11	-4	-6	-7	-24
24	NC(=O)c1ccccc1OCc1nc2ccccc2s1	-126	-14	-111	21	28	29	-94	-81	-50	-10	-8
25	CC(=O)Oc1ccc(C(=O)[C@H]2[C@H]3C(=O)N(c4ccccc4)C(=O)[C@H]3[C@@H]3C=CC=NN32)cc1	-29	17	-5	-5	-2	-3	-38	-20	15	-5	-18
26	CCc1ccccc1NC(=O)CN1C(=O)C2CCCN2c2ncc(Cl)cc21 (stereo not drawn)	9	-3	8	-7	-12	28	7	9	-1	8	0
27	O=C(NNC1=Nc2ccccc2SC1)c1ccc(Cl)cc1	-10	-4	35	14	-40	-3	11	3	13	-12	20
28	O=S(=O)(Nc1cccc(-c2ccc3nncn3n2)c1)c1cccc(F)c1	0	-2	-6	-7	-5	-12	-5	-14	-17	6	3
29	CC(=O)c1ccc(NC(=O)Nc2cccnc2)cc1	-56	-8	-56	52*	-13	-64	-58	-36	-47	14	-6
30	CCOC(=O)N1CCN(CC(=O)c2ccc3c(c2)CCN3)CC1	14	-9	-6	5	28	3	-35	.	.	1	-5
31	COC(=O)/C=C1\N/C(=N\c2nc(C)cc(C)n2)N(c2ccc(Cl)cc2)C1=O	-10	2	-3	-7	4	5	-27	8	6	2	.
32	CCc1nc2c(OCc3cc(Cl)cc(Cl)c3)cccn2c1N(C)C(=O)c1cccc(OC)c1	-1	-10	-27	6	-26	-2	2	7	1	-6	.
33	COc1ccc(-c2nnc(SCC(=O)Nc3ncc(C)s3)n2-c2ccccc2)cc1OC	25	-4	-14	10	24	7	10	23	15	2	9
34	Cc1ccc(NC(=O)c2ncn(CC(=O)NCC(C)c3ccccc3)n2)cc1C (stereo not drawn)	0	8	-5	4	1	-19	0	0	-11	-2	-16
35	O=C1NC[C@@H](CCCCN2C[C@H](Cc3ccccc3)N(CC3CCCCC3)C(=O)C2=O)N(CCc2ccccc2)C1=O	19	.	.	6	5	-8	.	20	2	.	.
36	COc1ccc(-c2csc3ncnc(Nc4ccc(O)cc4)c23)cc1	-7	-2	13	11	28	46	-4	10	-20	32	18
37	CCOC(=O)C1(C)Oc2ccc(S(=O)(=O)CC)cc2NC1=O (stereo not drawn)	-12	-4	17	5	-2	-4	6	11	-12	5	4
38	COc1cccc(/C=C/C(=O)OCC(=O)NCc2ccc(Cl)cc2)c1	0	-1	11	2	-8	37	-40	3	-10	10	-6
39	O=C(NCc1ccco1)C(=S)N1CCCC1	2	-1	4	6	-2	-8	1	-22	-4	-12	0
40	CCCCCCOc1ccc(C(=O)O)cc1C#N	22	13	2	-5	-4	-12	-21	-9	-6	-11	0
41	COc1ccc(C(=O)Oc2ccc3oc(=O)sc3c2)cc1	-5	27	-1	11	2	-67	-27	0	-10	-13	-3
42	Cc1cc(NS(=O)(=O)c2ccc(NC(=S)NC(=O)c3ccncc3)cc2)no1	-6	-5	7	-4	-5	3	10	-3	-11	-8	-5
43	S=C(NCc1ccco1)Nc1ccc2c(c1)OCCO2	-48	8	-26	3	2	8	-53	-27	-16	-6	-11
44	COC(=O)c1c(NC(NC(=O)C(C)C)C(Cl)(Cl)Cl)sc2c1CCCC2 (stereo not drawn)	-15	16	6	-7	15	16	-7	17	15	5	-3
45	COc1ccc(NCC(=O)Nc2cccc(S(=O)(=O)N3CCCC3)c2)cc1Cl	-5	-1	4	1	-9	5	0	0	-13	2	-1
46	CC(C)(C)c1cc(NC(=O)COC(=O)c2nccnc2N)n(-c2ccccc2)n1	28	-8	11	2	15	6	3	-49	-4	-1	-10
47	O=C(Cn1nnc(-c2ccccc2)n1)Nc1ccc2c(c1)OCO2	7	5	16	-2	-24	-20	-5	-20	3	-4	0
48	COc1ccc(C2C(C(C)=O)=C(O)C(=O)N2CCc2ccccc2)c(OC)c1 (stereo not drawn)	7	1	3	-3	-28	-9	4	-10	6	6	5
49	CCN(C(=O)Cc1c(C(=O)O)[nH]c2ccccc12)c1cc(OC)ccc1OC	5	2	-3	5	9	18	13	0	4	9	0
50	CC(C)(C)NC(=O)C[C@H]1C[C@H](C(=O)N2CCOCC2)[C@@]2(CCC3CCCC3)c3[nH]c4cc(-c5ccco5)ccc4c3CCN2C1=O	-17	-2	3	10	23	-2	-6	.	.	32	15
51	COc1ccc(CNC(=O)Cn2cc(C(F)(F)F)ccc2=O)cc1	6	10	-18	-9	1	3	10	12	-11	1	6
52	CCc1ccc(/C=C2\CN(CC)Cc3c2nc2ccccc2c3C(=O)O)cc1	17	-14	10	-16	12	-15	4	-6	-2	-8	-7
53	Cc1nnc(SCC(=O)Nc2ccccc2F)n1Cc1ccco1	9	-5	-1	9	-8	3	4	-12	-21	-2	-12

2 compounds drawn at random from the list so far, as already listed:
nr	molecule	LRH-1 inv ag	KKLEB tox	NCOA3 inh	TRAIL sens C8	TWEAK-Fn14 inh	TROY NFkB inh	SRC1 inh	SRC2 inh	NR2F2 inh	CF NFkB inh	EBV LMP1 NFkB
45	COc1ccc(NCC(=O)Nc2cccc(S(=O)(=O)N3CCCC3)c2)cc1Cl	-5	-1	4	1	-9	5	0	0	-13	2	-1
51	COc1ccc(CNC(=O)Cn2cc(C(F)(F)F)ccc2=O)cc1	6	10	-18	-9	1	3	10	12	-11	1	6
